PI4K2A block = inhibitors of human PI4K2A. Q9BTU6. purified PI4K2A, ADP-Glo luminescence, 1 h; hits give low values. activity change, negative = inhibition, % at 76.9 µM. actives 0.13% (n = 420,000). AID 1346378; in the data active means activity change below about -50%; inconclusive means mostly about -30% to -49%;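 further: -100% = wells without enzyme as full effect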
Target sequence (Q9BTU6 whole entry, looked up): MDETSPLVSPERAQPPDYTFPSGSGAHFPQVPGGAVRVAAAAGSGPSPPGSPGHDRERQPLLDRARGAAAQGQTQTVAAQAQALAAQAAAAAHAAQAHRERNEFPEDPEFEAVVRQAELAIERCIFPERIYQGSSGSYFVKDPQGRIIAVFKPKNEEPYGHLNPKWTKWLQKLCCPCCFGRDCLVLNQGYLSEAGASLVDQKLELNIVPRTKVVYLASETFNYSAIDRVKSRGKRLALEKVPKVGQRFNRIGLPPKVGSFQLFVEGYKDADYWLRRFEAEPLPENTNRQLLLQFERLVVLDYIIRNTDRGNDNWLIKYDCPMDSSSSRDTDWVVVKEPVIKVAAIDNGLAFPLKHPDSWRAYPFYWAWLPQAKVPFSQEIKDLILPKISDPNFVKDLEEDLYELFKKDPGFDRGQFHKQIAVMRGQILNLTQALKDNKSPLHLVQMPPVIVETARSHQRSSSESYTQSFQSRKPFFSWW
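ADP-Glo luminescence measured ADP generated by PI4K2A enzyme (4 ug/mL before mixing) with 1.2 mM PI substrate (pre-mix) and 300 microM ATP (pre-mix). Tris pH7.5 buffer with MgCl2, Triton X-100; 1 h reaction at ambient temperature.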
HP1b chromo inh = blocks HP1-beta chromodomain binding to methylated histone tails. P83916. actives 0.56% (n = 390,000). Potency, µM (top dose mostly 114 µM), for inactives: top-dose activity change, negative = inhibition, hits mostly inhibitors. AlphaScreen HP1-beta / biotin-H3K9me3 peptide binding; further: potency means the concentration at half of the fitted maximal effect; nearly all actives have a fitted effect of over 70% in size; inactives centre near 23
Target sequence (P83916 whole entry, looked up): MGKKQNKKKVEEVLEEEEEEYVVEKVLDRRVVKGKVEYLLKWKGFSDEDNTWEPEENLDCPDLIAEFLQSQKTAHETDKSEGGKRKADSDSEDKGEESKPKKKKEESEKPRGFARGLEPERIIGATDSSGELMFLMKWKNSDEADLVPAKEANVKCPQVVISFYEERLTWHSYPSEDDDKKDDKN
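Compound inhibition of the preformed complex between 50 nM HP1-beta and 50 nM biotinylated H3K9me3 peptide was read by AlphaScreen. Buffer was PBS pH 7.4 with 0.01% Tween-20. Incubations ran 30 min at room temperature, with 10 ug/mL donor/acceptor beads.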
G9a inh = G9a (human) methyltransferase inhibition. actives 8.8% (n = 350,000). Q96KQ7. Potency, µM (series often up to 102 µM), for the others: at the highest dose activity, negative = inhibition, most hits filed as inhibitors. G9a H3K9 monomethylation, AlphaScreen, 2 h. AID 504332; further: potency means the concentration at half of the fitted maximal effect; on the % scale 0 is the no-effect control and ±100 the full control effect; nearly all actives have a fitted effect of over 75% in size
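AlphaScreen detection with an anti-monomethyl H3K9 antibody quantified product after a 2 h room-temperature reaction containing 500 nM biotinylated H3K9 peptide, 20 µM SAM and 20 nM enzyme, which had been preincubated 15 min with compound.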
POLH inh = inhibitors of human DNA polymerase eta | recombinant Pol eta, fluorescent DNA replication assay | actives 1.2% (n = 390,000) | Potency, µM (doses to about 114 µM), without a hit: top-dose activity change, negative = inhibition, hits mostly inhibitors | Q9Y253; further: potency means the concentration at half of the fitted maximal effect; on the % scale 0 is the no-effect control and ±100 the full control effect
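Pol eta (10 nM) was preincubated with compounds for 15 min at room temperature, after which fluorescent replication substrate (50 nM final) was added to start the reaction. Fluorescence was read kinetically at 0 and 10 min.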
PGK inhibitor = inhibitors of T. brucei phosphoglycerate kinase; actives 0.043% (n = 380,000); PGK/GAPDH coupled, Kinase-Glo luminescence, 60 min; Potency, µM (titrated, usually from 57.5 µM), inactives show at the top dose activity change, negative = inhibition, most hits filed as inhibitors; P07378; further: potency means the concentration at half of the fitted maximal effect; on the % scale 0 is the no-effect control and ±100 the full control effect; nearly all actives have a fitted effect of over 60% in size
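Recombinant glycosomal PGK reaction used 1,3-bisphosphoglycerate generated in-well by GAPDH (100nM final) in 100mM TEA pH 7.6, 5mM MgCl2, 0.01% Tween-20. After 60 minutes at room temperature, ATP was read by Kinase-Glo Plus luminescence end-point.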
Pin1 inhibitor = human Pin1 inhibition | Q13526 | Pin1 FP peptide displacement, HiFluor488, 10 min | Potency, µM (series often up to 115 µM), without a hit: at the highest dose activity, negative = inhibition, hits mostly inhibitors | actives 0.009% (n = 390,000); active means well fitted inhibition curve with a large enough effect in the polarisation, with a control signal flat, not every such curve was filed as active; inconclusive means small, poorly fitted or top-dose-only effect, or effect the other way, or a change in a side signal; inactive means no such curve, though single readings can be large or run the other way; the % refers to the polarisation; further: potency means the concentration at half of the fitted maximal effect; on the % scale 0 is the no-effect control and ±100 the full control effect
Target sequence (Q13526 whole entry, looked up): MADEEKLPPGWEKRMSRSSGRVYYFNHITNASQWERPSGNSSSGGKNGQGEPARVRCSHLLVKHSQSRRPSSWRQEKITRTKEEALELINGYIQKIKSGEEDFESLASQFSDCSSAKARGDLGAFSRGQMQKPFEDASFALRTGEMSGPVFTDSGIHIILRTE
JMJD2A Tudor = blocks the human JMJD2A Tudor domain | O75164 | AID 504339 | Potency, µM (titrated, usually from 114 µM), inactives show at the highest dose activity change, negative = inhibition, hits mostly inhibitors | actives 4.4% (n = 390,000) | AlphaScreen JMJD2A-Tudor / H3K4me3 peptide binding; further: potency means the concentration at half of the fitted maximal effect; on the % scale 0 is the no-effect control and ±100 the full control effect; nearly all actives have a fitted effect of over 50% in size
GLS inh = inhibitors of human glutaminase (GLS); O94925; GLS enzymatic activity, qHTS titration; Potency, µM (highest dose often 45.5 µM), for inactives: at the highest dose activity change, negative = inhibition, actives largely listed as inhibitors; actives 0.21% (n = 410,000); further: potency means the concentration at half of the fitted maximal effect; on the % scale 0 is the no-effect control and ±100 the full control effect
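Compounds were pin-transferred onto hKGA, after which L-glutamine (1 mM solution) and a detection mix of glutamate oxidase, HRP and Amplex Red were added. Initial and 30 min RT fluorescence reads were collected.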
BAZ2B inh = blocks human BAZ2B. Q9UIF8. AlphaScreen BAZ2B-H3K14Ac peptide displacement. Potency, µM (doses to about 114 µM), without a hit: at the top dose activity change, negative = inhibition, usual class: inhibitors. actives 4.4% (n = 360,000); further: potency means the concentration at half of the fitted maximal effect; on the % scale 0 is the no-effect control and ±100 the full control effect; nearly all actives have a fitted effect of over 60% in size
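AlphaScreen displacement: compounds (up to 110uM) incubated 30 min at room temperature with a preformed 50 nM BAZ2B/50 nM biotinylated H3K14Ac peptide complex in PBS pH 7.4 with Tween-20. Donor and acceptor beads at 10 ug/mL final added, 20 min light-protected before reading.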
* marks the source's active call; other numbers are inactive results; i = inactive; ? = inconclusive; nt = not tested or not shown; [ ] = dose if it differs, or a comment. Unless noted, the call rests on the fitted dose curve; in most records, active means well fitted curve in the direction sought with a large enough effect; inconclusive means small, poorly fitted or top-dose-only effect, or another doubt; inactive means no such curve, though single readings can be large; an effect the other way counts as inactive or inconclusive.

POLH inh,JMJD2A Tudor,HP1b chromo inh,G9a inh,PGK inhibitor,BAZ2B inh,PI4K2A block,GLS inh,Pin1 inhibitor,Structure
?,-36%,13%,16%,-10%,-32%,-1,23%,?,CC1=CCC[C@@H]2[C@@](C)(CC/C(C)=C/C(=O)O)[C@H](C)CC[C@@]12C
-22%,nt,nt,nt,-3%,nt,8,-12%,nt,Cc1ccc(S(=O)(=O)N2CC3(O)CN(C(=O)OC(C)C)N(C(=O)OC(C)C)CC3(OC(=O)NCc3ccco3)C2)cc1 (centres undefined)
-10%,-14%,23%,?,-8%,-2%,3,-1%,4%,Cc1c(NC(=O)Nc2cc(Cl)ccc2Cl)c(=O)n(-c2ccccc2)n1C
-5%,-7%,15%,nt,-4%,nt,1,-5%,-3%,Cc1ccc(S(=O)(=O)N2CCN(S(C)(=O)=O)CC2)cc1
-10%,10%,40%[activator],?,-6%,8%[57.1 µM],-22,4%,-13%,CC(=O)c1ccc(N2CCN(C(=O)Nc3cn(CC(C)C)c(=O)c4ccccc34)CC2)cc1
7%,-4%,22%,26%[12.7 µM],-1%,3%,-4,3%,0%,CCOc1ccc(C(=O)NCC(C)CN(C)C)cc1OCC (centres undefined)
-7%,4%,1%,9%,4%,3%,1,14%,-2%,CC(=O)c1ccc(N2CCN(C(=O)CCNC(=O)Cn3ccc4ccccc4c3=O)CC2)cc1
-16%,-14%,51%[activator],?,-3%,-3%[57.1 µM],-6,-21%,-4%,Cc1ccc(C(=O)NC(N2CCCC2)C(Cl)(Cl)Cl)cc1 (centres undefined)
-7%,6%,42%[activator],36%,0%,8%[57.1 µM],-7,1%,6%,c1ccc(-c2nnc(-c3ccccc3)o2)cc1
-25%,-23%,26%,-4%[59 µM],9%,-1%,-1,1%,25%,COc1ccc(OC)c(-n2c(SCC(=O)N3CCc4ccccc43)nc3c(c2=O)SCC3)c1
-1%,-10%,21%,-2%[59 µM],5%,5%,0,8%,-6%,Cn1cc(S(=O)(=O)c2ccc(Cl)cc2)c(=O)c2cc(F)c(N3CCCC3)cc21
-1%,4%,32%,-9%,4%,2%,-11,6%,-2%,CCSc1nn2c(=O)c3ccccc3nc2s1
-1%,-19%,29%,34%[59 µM],-5%,28%,1,3%,?,COc1cc(NC(=O)COC(=O)CSc2cc(C)ccc2C)c(C)cc1[N+](=O)[O-]
1%,?,-12%,71µM*,11%,-35%,2,15%,6%,CCOc1ccc2[nH]c3c(c2c1)CNCC3
?,-26%,13%,-2%[2.33 µM],-7%,?,0,4%,65%[activator],C=CCn1c(=NC(=O)c2sc3ccccc3c2Cl)sc2cc(S(N)(=O)=O)ccc21
6%,-13%,29%,27%,-1%,0%,-1,0%,-4%,CC(=O)Cn1c(CN2CCCCC2)nc2ccccc2c1=O
-19%,4%,54%[activator],6%[0.501 µM],-8%,-2%,-7,1%,-12%,N#Cc1ccc(C(=O)OCCCc2cc3ccccc3c(=O)o2)cc1
-9%,-7%,6%,1%,i,1%,1,-1%,-5%,Cc1cccc(C)c1OCC(=O)N/N=C/c1cccnc1
-15%,?,40%,21%[59 µM],i,0%,5,-12%,-1%,O=C(N/N=C/C=C/c1ccccc1[N+](=O)[O-])c1ccncc1
0%,-2%,17%,-4%,15%,-4%,-3,0%,0%,O=Cc1ccc(-n2cc(C=O)c3ccccc32)cc1
0%,-14%,6%[57 µM],nt,-7%,nt,-3,-6%,-19%,CC1=CC(=O)Nc2cncnc2N1
-18%,20µM*,-19%,10µM*,i,?,-3,-12%,-12%,CC1CCCN(CCOCCOc2ccccc2-c2ccccc2)C1 (centres undefined)
-5%,4%,26%,-4%,-6%,-21%,-8,1%,-1%,CC(C)c1ccc(/C=C2\SC(=O)N(CC(=O)NC3C=CS(=O)(=O)C3)C2=O)cc1 (centres undefined)
1%,-14%,28%,2%,1%,-15%,1,7%,-2%,Cc1nc2ccccc2n1C1CCN(CC(=O)Nc2ccccc2Br)CC1
?,-34%,11%,?,i,-5%,-7,-7%,1%,Cc1c(C(=O)N2CCN(C(=O)c3ccccc3)CC2)oc2ccc(F)cc12
-5%,4%,22%,-2%[59 µM],9%,-3%,0,-7%,-5%,COc1cccc(C(=O)Nc2cccc(C(=O)OCc3cc(=O)n4nc(C(C)C)sc4n3)c2)c1
-13%,-3%,20%,?,-10%,-23%,-5,-10%,-7%,S=C(Nc1cccc(Cl)c1Cl)NC1CCN(Cc2ccccc2)CC1
-1%,-10%,20%,49%[activator][59 µM],-1%,1%,-1,-1%,16%,COc1ccc(C/C(O)=C(\C#N)c2nc3ccccc3[nH]2)cc1OC
-13%,-9%,42%,?,4%,5%,3,1%,-5%,O=C(c1ccco1)N1CCN(C(=O)c2sccc2-c2ccccc2)CC1
-11%,0%,30%,-4%[59 µM],i,9%,-3,-1%,1%,COc1ccc(/C=C/C(=O)Nc2ccccc2C(F)(F)F)cc1
?,-17%,19%,6%[59 µM],i,-4%,0,13%,0%,Cc1ccc(CNC(=O)C(=O)NCC(c2cccs2)S(=O)(=O)c2cccs2)cc1 (centres undefined)
?,4µM*,4µM*,0.25µM*,i,45µM*,?,?,-1%,CCC(=O)NC1=C(Cl)C(=O)C(NC(=O)CC)=C(Cl)C1=O
-22%,-1%,43%[activator],4%,9%,11%,-5,-1%,-4%,COc1ccc(C(=O)OCC(=O)c2cc(OC)ccc2OC)c(OC)c1
-14%,-20%,24%,21%[59 µM],-4%,-2%,5,8%,-5%,Nc1cc(=O)[nH]c(SCc2nnc(-c3ccccc3)o2)n1
0%,-18%,39%[activator],5%[12.7 µM],-7%,4%,-2,1%,-16%,Cc1nc(Cc2nnc(SC(C)C(=O)N3c4ccccc4NC(=O)C3(C)C)o2)cs1 (centres undefined)
-13%,-11%,34%,-3%,-3%,nt,-1,0%,0%,Cc1c(NS(=O)(=O)c2ccc(Cl)c(C(=O)OC(C)C(=O)N3CCOCC3)c2)c(=O)n(-c2ccccc2)n1C (centres undefined)
2%,-12%,32%,24%,1%,0%,4,6%,-2%,O=C(Nc1cccnc1)c1ccc(S(=O)(=O)N2CCCCCC2)cc1
-8%,-6%,25%,-25%,-7%,-1%,-5,-7%,3%,COc1cccc(CNC(=O)c2ccc(C)c(S(=O)(=O)N3CCOCC3)c2)c1
1%,-6%,10%,11%[59 µM],-10%,13%,1,?,7%,O=S(=O)(c1ccc(Cl)cc1)N1CCC(O)(c2cccnc2)CC1
-18%,-1%,32%,?,1%,-18%,-14,19%,13%,COc1ccc(N2CCN(c3ccc(Cl)nn3)CC2)cc1
2%,2%,40%[activator],16%[59 µM],9%,0%,0,-1%,6%,COc1ccc(C(=O)OCC(=O)N2CCOCC2)cc1S(=O)(=O)N1CCOCC1
11%,?,2%,-8%,-9%,?,4,27%,6%,CCOc1ccc(CN2CCCC(N3CCN(c4ccc(OC)cc4)CC3)C2)cc1 (centres undefined)
-6%,-5%,32%,38%[59 µM],i,8%,7,-14%,-3%,N/C(=N\c1nc2c(c(=O)[nH]1)CCC2)Nc1ccccc1
-13%,-28%[57.1 µM],-10%,-13%[59 µM],2%,-3%,-5,2%,-1%,CC(NC(=O)COC(=O)CCc1ccc(S(=O)(=O)N2CCOCC2)cc1)C1CC2CCC1C2 (centres undefined)
?,-22%,5%,1%[59 µM],3%,12%,8,19%,1%,COC(=O)c1[nH]c2cc(OC)c(OC)cc2c1NC(=O)c1cccc(OC)c1
-16%,-6%,29%,-24%[59 µM],i,8%[57.1 µM],2,3%,6%,Cc1oc2ncn(CC(C)C)c(=O)c2c1C(=O)NCCCN(C)Cc1ccccc1
-16%,10%,17%,12%[59 µM],-4%,-5%,7,10%,-1%,CCOCc1cc(C2NC(=O)NC(C)=C2C(=O)OCC)ccc1OC (centres undefined)
-19%,-8%,20%,4%[0.501 µM],i,-3%,-2,5%,0%,CCOc1ccc(CCNC(=O)COC(=O)COc2ccc(Cl)cc2)cc1OCC
-17%,3%,28%,-3%[59 µM],0%,4%,-2,-4%,-9%,CC(=O)Nc1ccc(NC(=O)C2CCCCC2C(=O)O)cc1 (centres undefined)
-7%,7.9µM*,24%,?,-6%,50µM*,-1,24%,-4%,Cc1nc(/C=[N+](\[O-])C(C)(C)/C=N/O)n(O)c1C
-3%,-1%,30%,?,-1%,6%,5,10%,-5%,Cc1ccc(C)c(S(=O)(=O)NC(CCC(N)=O)C(=O)O)c1 (centres undefined)
-8%,-1%,18%,nt,18%,-8%,2,4%,2%,O=C1NC(SCCCF)=N/C1=C/c1ccc(-n2cncn2)cc1
1%,-13%,27%,12%[0.501 µM],i,-19%,1,0%,2%,O=C(Oc1ccc(-c2nnco2)cc1)c1ccco1
-11%,-6%,43%[activator],1%,-7%,-6%,-3,1%,0%,Cc1ccc(OCC(O)CN2CCCC2)cc1 (centres undefined)

Entries of single compounds as entered above.
N/C(=N\c1nc2c(c(=O)[nH]1)CCC2)Nc1ccccc1 as listed: POLH inh = -6%; JMJD2A Tudor = -5%; HP1b chromo inh = 32%; G9a inh = 38%[59 µM]; PGK inhibitor = i; BAZ2B inh = 8%; PI4K2A block = 7; GLS inh = -14%; Pin1 inhibitor = -3%
COc1ccc(C(=O)OCC(=O)c2cc(OC)ccc2OC)c(OC)c1 as listed: POLH inh = -22%; JMJD2A Tudor = -1%; HP1b chromo inh = 43%[activator]; G9a inh = 4%; PGK inhibitor = 9%; BAZ2B inh = 11%; PI4K2A block = -5; GLS inh = -1%; Pin1 inhibitor = -4%

Assay outcomes from PubChem.

Not all compounds are listed, so the mix of outcomes need not match the whole.
